GCN5L2 inh = inhibitors of human GCN5L2 histone acetyltransferase | GCN5L2 HAT assay, ThioGlo1 CoA-SH fluorescence | hit rate 0.21% among 390,000 | Q92830 | Potency, µM (top dose mostly 58.9 µM), for the others: at the top dose activity change, negative = inhibition, actives largely listed as inhibitors
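Titration-based screen in which CoA formation is detected via maleimide probe ThioGlo1 (50uM) turning fluorescent on thiol reaction; substrates H3(1-25) 75uM and acetyl-CoA 70uM, GCN5L2 20nM, 20 min incubation at room temperature.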
N370S GC mod = inhibits or activates N370S mutant glucocerebrosidase; N370S GC spleen homogenate, 4MU-glucoside fluorescence; AID 2101; Potency, µM (highest dose often 59.4 µM), inactives show top-dose activity change, negative = inhibition, most hits filed as inhibitors; P04062; hit rate 0.092% among 330,000;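 further: 0% = full enzyme activity and -100% = no enzyme basal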
FEN1 inhibitor = blocks human flap endonuclease 1. Recombinant FEN1 flap cleavage, fluorescence, 15 min. hit rate 0.35% among 390,000. P39748. Potency, µM (highest dose often 114 µM), inactives show top-dose activity change, negative = inhibition, most hits filed as inhibitors; further: nearly all actives have a fitted effect of over 65% in size
Target sequence (P39748 whole entry, looked up): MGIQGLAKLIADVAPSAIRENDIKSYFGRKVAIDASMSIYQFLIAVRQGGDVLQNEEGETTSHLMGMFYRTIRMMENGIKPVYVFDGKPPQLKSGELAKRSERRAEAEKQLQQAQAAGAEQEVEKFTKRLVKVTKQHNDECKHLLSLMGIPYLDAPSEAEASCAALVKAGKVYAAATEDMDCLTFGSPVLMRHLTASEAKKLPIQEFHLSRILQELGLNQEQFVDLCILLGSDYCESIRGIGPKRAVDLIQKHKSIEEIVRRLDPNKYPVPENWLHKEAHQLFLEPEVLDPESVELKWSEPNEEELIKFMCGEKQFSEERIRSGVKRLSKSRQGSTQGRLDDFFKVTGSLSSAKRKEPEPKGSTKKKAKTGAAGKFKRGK
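Read-out was taken twice, immediately and after 15 min, following addition of 50 nM substrate to 10 nM FEN1 that had sat with test compound for 15 min at room temperature. Curves came from a four-parameter Hill model.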
* marks the source's active call; other numbers are inactive results; ? = inconclusive; . = no result given; & = joins results of further samples; [ ] = remark or other dose. The call rests on the fitted dose curve; in most records, active means well fitted curve in the direction sought with a large enough effect; inconclusive means small, poorly fitted or top-dose-only effect, or another doubt; inactive means no such curve, though single readings can be large; an effect the other way counts as inactive or inconclusive. Unless noted, on the % scale 0 is the no-effect control and ±100 the full control effect; potency means the concentration at half of the fitted maximal effect.

GCN5L2 inh	structure	FEN1 inhibitor	N370S GC mod
-7%	COc1ccccc1CNS(=O)(=O)c1ccc2c(c1)CCCN2C(C)=O	18%	5%
-4%	c1ccc(C2C3=C(Nc4ncnn42)c2ccccc2CCC3)cc1 (stereo not drawn)	-1%	-1%
4%	Cc1cc(C)c(NC(=O)Nc2ccccc2)c(Cl)c1	-6%	-10%
-13%	Cc1ccc2c(c1)-c1c(cnn1CC(=O)N1CCN(c3cccc(C(F)(F)F)c3)CC1)CO2	-19%	.
2%	CC(C)N1CCN(Cc2nc3c(s2)CCCC3)CC1CCO (stereo not drawn)	6%	-4%
1%	CCOC(=O)C1CCN(S(=O)(=O)c2c(C)[nH]c(C)c2C(=O)N2CCCCC2)CC1	-2%	-11%
-9%	COc1cccc(C(=O)Oc2ccccc2/C=C\C(=O)c2cc3ccccc3o2)c1	-2%	10%
?	CCOC(=O)c1cc(-c2ccc3c(c2)OCCO3)nc2c1c(C)nn2CCC#N	-1%	-3%
0%	O=C(c1cccnc1)N1CCN(S(=O)(=O)c2cccc(Cl)c2)CC1	-4%	-3%
32%[activator]	O=C(NC(=S)Nc1cnc2ccccc2c1)c1ccccc1	11%	2%
3%	CCN(CC)C(=O)C(=O)c1cc(C)n(-c2ccc(F)cc2)c1C	11%	-7%
2%	Cc1ccc(C(=O)OCn2ncc(Cl)c(Cl)c2=O)cc1	11%	8%
-8%	O=C1c2ccccc2C(=O)N1COc1ccc(S(=O)(=O)N2CCOCC2)cc1[N+](=O)[O-]	-8%	-15%
-11%	CC(C)c1ccc(/C=N/N2CCCCC2)cc1	6%	11%
0%	Cc1ccc(S(=O)(=O)N(CC(=O)N2CCC(C(N)=O)CC2)Cc2ccc(F)cc2)cc1	0%	3%
0%	Cc1ccc(-c2oc3ncnc(N)c3c2-c2ccc(C)cc2)cc1	-1%	8%
-2%	CCOC(=O)N1CCc2c(sc3ncn(C)c(=O)c23)C1	8%	3%
-1%	O=C(CN1C(=O)NC2(CCCCC2)C1=O)Nc1cccc(S(=O)(=O)N2CCOCC2)c1	14%	0%
3%	CCOc1ccc(C)cc1S(=O)(=O)n1ccc(C)n1	-13%	1%
-5%	CCCCNC(=O)n1c(SC)nc2ccccc21	-6%	0%
-2%&0%	COC(=O)c1cc(S(=O)(=O)NCC2CCN(Cc3cc(C)ccc3C)CC2)c[nH]1	0%&-5%	-21%
-3%&0%	CCOCCCNC(=O)C(c1ccc(OC)cc1)N(Cc1cccs1)C(=O)c1ccccc1O (stereo not drawn)	-5%&-18%	0%
2%	O=c1cc(N2CCN(c3ccc(F)cc3)CC2)[nH]c(=O)n1C1CCCCC1	-2%	4%
-3%	COc1ccc(CC(=O)N2CCN(S(=O)(=O)c3ccc(Cl)s3)CC2)cc1	-14%	.
-5%	O=c1[nH]c(SCc2ccc(Cl)cc2)nc2[nH]ncc12	7%	-6%
-10%	CCS(=O)(=O)c1nc(S(=O)(=O)c2ccc(Cl)cc2)c(NCc2ccccn2)s1	-14%	11%
-18%	COc1ccccc1N1CCN(C(=O)CCc2nnc3ccc(N4CCOCC4)nn23)CC1	4%	-4%
?	COCCN(C(=O)c1cccc(N2C(=O)CCC2=O)c1)c1nc(-c2ccc([N+](=O)[O-])cc2)cs1	3%	-16%
-9%	CN(CC(=O)Nc1ccccc1Cl)C(=O)COC(=O)c1ccc(C(F)(F)F)cc1	-1%	.
-8%&-8%	CCOc1ccc(CNC(=O)C2CCCN(c3nnc(C)c4c(C)n(-c5ccccc5)nc34)C2)cc1 (stereo not drawn)	9%&7%	-12%
-6%	COc1ccccc1C1=NNC(=Nc2cccc(S(=O)(=O)N(C)C)c2)SC1	1%	3%
-30%	Cc1nn(-c2ccccc2)c(NC(=O)C(C)C)c(-c2ccccc2)c1=O	10%	-2%
-7%	COc1ccc(CNC(=O)C[C@H]2C[C@H](C(=O)N3CCCCC3)[C@@]3(CCc4ccccc4)c4[nH]c5cc(-c6ccco6)ccc5c4CCN3C2=O)cc1OC	2%	.
-4%	CCN(CC)S(=O)(=O)c1ccc2c(c1)c(=O)c(C(=O)N1CCN(c3ccc(F)cc3)CC1)cn2C	12%	.
-1%	CC(=O)Nc1ccc(OCC(O)CN2CCN(c3ccc(Cl)cc3)CC2)cc1 (stereo not drawn)	-3%	7%
-3%	Cc1ccc(C(=O)Nc2nnn(C)n2)cc1	-3%	10%
5%	CC(C)(C)C1(O)CC(C(F)(F)F)=NN1C(=O)CCc1ccccc1 (stereo not drawn)	-5%	10%
-21%	COC(C[C@@H](O)[C@H](C)[C@H](O)COCc1ccccc1)OC	-1%	1%
-7%	CCOc1cccc(C2c3c(oc4cc(C)c(C)cc4c3=O)C(=O)N2CCCN(C)C)c1 (stereo not drawn)	.	-11%
1%	Cc1ccoc1C(=O)NCCNc1ccc(Cl)cc1[N+](=O)[O-]	-13%	-6%
-7%	CN(Cc1ccccc1)C(=O)C1CCN(S(=O)(=O)c2cccc3nonc23)CC1	-4%	-3%
-1%	O=C(Cn1c2c(c(-c3ccccc3Cl)cc1=O)CCC2)NCC1CCCO1 (stereo not drawn)	-8%	5%
-1%	COc1ccc(CNC(=O)C(OC(=O)c2ccco2)c2ccc(OC)cc2)cc1 (stereo not drawn)	-6%	10%
-2%	Fc1cccc(Cl)c1CNCc1cccnc1	2%	5%
-6%	Cc1ccc(S(=O)(=O)NCC(=O)Nc2ccc3c(c2)OCCO3)cc1	2%	5%
-4%	COc1ccc(-c2onc(C)c2C)cc1S(=O)(=O)Nc1ccc(OC(F)(F)F)cc1	-13%	.
-1%	O=C(CSc1ncnc2c1cnn2-c1ccccc1)NC1CCCC1	-1%	-5%
-1%	CCOC(=O)N1CCN(C(=O)CSC2=NS(=O)(=O)c3ccccc3N2)CC1	1%	-8%
-14%	Cc1ccc(NS(=O)(=O)c2c(C)nc3sc(C)cn3c2=O)c(C)c1	-5%	.
-21%	COc1ccc(-c2noc(CCCC(=O)Nc3ccc(C(N)=O)cc3)n2)cc1OC	2%	14%

An excerpt of these results, with values ahead of the structure.
GCN5L2 inh	FEN1 inhibitor	N370S GC mod	compound
-1%	-3%	7%	CC(=O)Nc1ccc(OCC(O)CN2CCN(c3ccc(Cl)cc3)CC2)cc1 (stereo not drawn)
0%	0%	3%	Cc1ccc(S(=O)(=O)N(CC(=O)N2CCC(C(N)=O)CC2)Cc2ccc(F)cc2)cc1
-7%	-4%	-3%	CN(Cc1ccccc1)C(=O)C1CCN(S(=O)(=O)c2cccc3nonc23)CC1

Further compounds:
GCN5L2 inh	structure	FEN1 inhibitor	N370S GC mod
-15%	O=C(O)c1ccccc1Nc1ccccc1C(=O)O	-1%	-16%
-5%	CCCCS(=O)CC(CS(=O)CCCC)OC(=O)c1ccccc1 (stereo not drawn)	1%	7%
-10%	COc1cc(C(=O)N2CCN(C/C=C/c3ccccc3)CC2)cc(OC)c1OC	-6%	5%
-9%	COc1cc(C)c(Cl)cc1S(=O)(=O)NCc1ccccn1	-15%	1%
-1%	COc1ccc(NC(=O)N(Cc2cc3cc(OC)c(OC)cc3[nH]c2=O)CC2CCCO2)cc1 (stereo not drawn)	7%	-4%
-26%	CC(C)(C)OC(=O)N[C@@H](Cc1ccccc1)[C@H](O)c1ccco1	17%	-1%
0%	COc1cccc(C(=O)N/N=C(\C)c2cccc(NC(=O)c3ccc(F)cc3)c2)c1OC	0%	-9%
-8%	CC1(C)N=C(N)N=C(N)N1c1ccccc1	-2%	.
-1%	Cc1ccc(C(=O)NCCCC(=O)O)o1	4%	3%
2%	CCOC(=O)C1C(=O)C=C(/C=C/c2ccccc2)CC1c1ccc(Cl)cc1 (stereo not drawn)	0%	-12%
-8%	COc1ccc(C(=O)NCC2(c3ccc(OC)c(OC)c3)CCCC2)c(OC)c1	-11%	?
-5%	O=C(CN1CCN(Cc2ccc(Cl)cc2)CC1)N/N=C/c1c[nH]c2ccccc12	0%	-14%
-4%	Cc1ccc(S(=O)(=O)c2nc(NCCN(C)C)sc2Cl)cc1	-1%	0%
-3%	Cc1ccc(S(=O)(=O)C(CNC(=O)C(=O)NCCc2ccc(Cl)cc2)c2cccs2)cc1 (stereo not drawn)	-10%	.
-9%	CCCCCn1c(CN2CCN(c3cccc(Cl)c3)CC2)nc2c1c(=O)n(C)c(=O)n2C	?	-5%
-17%	Cc1c(N=Cc2cc(Br)cc(Br)c2O)cccc1C(=O)O	-19%	6%
0%	CCOC(=O)c1c(-c2ccc(C)cc2)csc1NC(=O)c1cc(=O)c2ccc(C)cc2o1	19%	.
-2%	CCCn1c(SCC(=O)N2CCCC2=O)nc2ccccc2c1=O	4%	-9%
-1%	COc1cc2nc(N3CCNCC3)nc(N)c2cc1OC	56µM*	1%
-7%	CN(C)/C=C/C(=O)c1cc(N2CCOCC2)ccc1[N+](=O)[O-]	3%	-14%
3.5µM*	O=c1[nH]c(=S)[nH]c2[nH]c(=S)[nH]c12	.	-3%&-2%
-9%	CC(C)CCCC(C)C1CCC2C3CC=C4CC(=O)CC[C@@]4(C)C3CC[C@@]12C (stereo partly drawn)	.	-2%
-7%	CCOC(=O)c1cnc2c(C(F)(F)F)cccc2c1N1CCOCC1	-8%	13%
-20%	CCOC(=O)CCc1c(C)c2ccc(OCC(=O)N3CCOCC3)c(C)c2oc1=O	6%	-9%
-11%	COC(=O)NC(Nc1sc2c(c1C(N)=O)CCCC2)(C(=O)OC)C(F)(F)F (stereo not drawn)	5%	-4%
-7%	CC(=O)N(C)c1ccc(NC(=S)NC(=O)/C=C/c2ccco2)cc1	-5%	-5%
-5%	O=C(NCCS(=O)(=O)N1CCCCC1)c1ccc2c(c1)OCO2	-1%	-11%
-14%	O=C(NCc1nnc2c(C(F)(F)F)cc(Cl)cn12)c1cccnc1	22%	-1%
-6%	CCN(CC)CCOc1nnc(-c2ccc(OC)cc2)c2ccccc12	18%	3%
-16%	Cc1ccc(Cc2nnc(SCC(=O)Nc3ccccc3)[nH]c2=O)cc1	-8%	1%
1%&1%	NC(N)=NCCNS(=O)(=O)c1cccc2cnccc12	.	-3%&3%
-2%	CCN1CCCC1CNC(=O)Cn1nc(C)n2c(cc3cc(F)ccc32)c1=O (stereo not drawn)	2%	-7%
1%	CCOC(=O)c1cc(-c2ccccc2)n(CC(=O)N2CCCC2)c1C	0%	24%
0%	COc1ccc(/C=C(\NC(=O)c2ccco2)C(=O)N2CCOCC2)cc1	5%	2%
3%	CC1CCN(CCCCOc2cccc(C(C)C)c2)CC1	-5%	-14%
27%	O=C(/C=C/Nc1ccccc1F)c1cccs1	-10%	6%
0%	CC(C)(O)c1cc2ccc(C#Cc3ccsc3)cc2c(=O)o1	-15%	.
-9%	CS(=O)(=O)N(CC(=O)NCc1ccco1)c1ccc2c(c1)OCO2	-9%	4%
0%	CC(C)(C)OC(=O)N1CCC(C(N)=O)CC1	-3%	0%
-6%	Cc1cc(=O)n(CNC(=O)c2ccccc2)c(=S)[nH]1	-5%	17%
14%	O=C(CCS(=O)(=O)c1ccc(Br)cc1)Nc1ccc(Cl)c(C(F)(F)F)c1	-8%	.
-10%	COc1ccc(OC)c(C2C(C(=O)c3cccs3)=C(O)C(=O)N2c2cc(C)on2)c1 (stereo not drawn)	8%	-11%
-1%	CC(C)(CC(=O)O)CC(=O)Nc1ccc(Cl)c(Cl)c1	4%	-1%

Compounds shown so far with fluorine (16):
GCN5L2 inh	structure	FEN1 inhibitor	N370S GC mod
-13%	Cc1ccc2c(c1)-c1c(cnn1CC(=O)N1CCN(c3cccc(C(F)(F)F)c3)CC1)CO2	-19%	.
3%	CCN(CC)C(=O)C(=O)c1cc(C)n(-c2ccc(F)cc2)c1C	11%	-7%
0%	Cc1ccc(S(=O)(=O)N(CC(=O)N2CCC(C(N)=O)CC2)Cc2ccc(F)cc2)cc1	0%	3%
2%	O=c1cc(N2CCN(c3ccc(F)cc3)CC2)[nH]c(=O)n1C1CCCCC1	-2%	4%
-9%	CN(CC(=O)Nc1ccccc1Cl)C(=O)COC(=O)c1ccc(C(F)(F)F)cc1	-1%	.
-4%	CCN(CC)S(=O)(=O)c1ccc2c(c1)c(=O)c(C(=O)N1CCN(c3ccc(F)cc3)CC1)cn2C	12%	.
5%	CC(C)(C)C1(O)CC(C(F)(F)F)=NN1C(=O)CCc1ccccc1 (stereo not drawn)	-5%	10%
-2%	Fc1cccc(Cl)c1CNCc1cccnc1	2%	5%
-4%	COc1ccc(-c2onc(C)c2C)cc1S(=O)(=O)Nc1ccc(OC(F)(F)F)cc1	-13%	.
0%	COc1cccc(C(=O)N/N=C(\C)c2cccc(NC(=O)c3ccc(F)cc3)c2)c1OC	0%	-9%
-7%	CCOC(=O)c1cnc2c(C(F)(F)F)cccc2c1N1CCOCC1	-8%	13%
-11%	COC(=O)NC(Nc1sc2c(c1C(N)=O)CCCC2)(C(=O)OC)C(F)(F)F (stereo not drawn)	5%	-4%
-14%	O=C(NCc1nnc2c(C(F)(F)F)cc(Cl)cn12)c1cccnc1	22%	-1%
-2%	CCN1CCCC1CNC(=O)Cn1nc(C)n2c(cc3cc(F)ccc32)c1=O (stereo not drawn)	2%	-7%
27%	O=C(/C=C/Nc1ccccc1F)c1cccs1	-10%	6%
14%	O=C(CCS(=O)(=O)c1ccc(Br)cc1)Nc1ccc(Cl)c(C(F)(F)F)c1	-8%	.

High-throughput results deposited in PubChem BioAssay by National Center for Advancing Translational Sciences (NCATS).
